PAFAH1B3 inh – PAFAH1B3 enzyme inhibitors, primary screen, biochemical, fluorescence polarization, human. 340,000 compounds, 0.28% hits. recombinant PAFAH1B3, FP-rhodamine probe. AID 492972, 2010. Platelet-activating factor acetylhydrolase IB subunit alpha1 (Homo sapiens), Q15102. inhibition, % at 3.39 µM;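 active = inhibition above the screen-wide average of all tested compounds plus 3 SD, cut at about 25% in these data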;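 also: 0% = enzyme with DMSO only and 100% = wells lacking PAFAH1B3 protein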
PREPL inh – PREPL enzyme inhibitors, primary screen, biochemical, fluorescence polarization; recombinant PREPL, fluorescence polarization activity-based probe; inhibition, % at 5.96 µM; 320,000 compounds, 0.68% hits; in the data active = inhibition above about 43%;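 also: 0% = enzyme with DMSO and 100% = wells lacking enzyme; many of its hits are not listed in these tables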
GSTO1 counter – inhibitors of recombinant GSTO1, primary screen, counter-screen for RBBP9 inhibitor project, biochemical, fluorescence polarization. Glutathione S-transferase omega-1 (Homo sapiens), P78417. activity-based probe fluorescence polarization. inhibition, % at 5.96 µM. 300,000 compounds, 1.1% hits;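 active = inhibition above the campaign mean inhibition plus 3 SD, cut at about 35% in these data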;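 also: 0% = GSTO1-1 with DMSO and 100% = wells lacking GSTO1-1 enzyme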
LYPLA2 counter – LYPLA2 inhibitors, primary screen, counter-screen for PME1 inhibitor project, biochemical, fluorescence polarization, FP-Rh probe ABPP; 320,000 compounds, 0.38% hits; AID 2177, 2009; inhibition, % at 5.9 µM; Acyl-protein thioesterase 2 (Homo sapiens), O95372; recombinant LYPLA2;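 active = inhibition above the screen-wide mean plus 3 SD, limit set per campaign, cut at about 26% in these data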;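 also: 0% = LYPLA2 with DMSO and 100% = wells lacking LYPLA2 enzyme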
PME-1 primary – PME-1 inhibitors via competitive probe labeling, primary screen, biochemical, fluorescence polarization, FP-Rh probe, HTS | recombinant PME-1 | 320,000 compounds, 0.53% hits | Protein phosphatase methylesterase 1 (Homo sapiens), Q9Y570 | AID 2130, 2009 | inhibition, % at 5.9 µM;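 active = inhibition above the campaign mean of all compounds plus 3 SD, cut at about 26% in these data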;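 also: competitive labeling of PME-1 active site by serine hydrolase directed probe; 0% = PME-1 with DMSO and 100% = wells lacking PME-1 enzyme; inhibitors block probe labeling so polarization falls and inhibition rises; many of its hits are not listed in these tables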
Target sequence (Q9Y570 whole entry, looked up): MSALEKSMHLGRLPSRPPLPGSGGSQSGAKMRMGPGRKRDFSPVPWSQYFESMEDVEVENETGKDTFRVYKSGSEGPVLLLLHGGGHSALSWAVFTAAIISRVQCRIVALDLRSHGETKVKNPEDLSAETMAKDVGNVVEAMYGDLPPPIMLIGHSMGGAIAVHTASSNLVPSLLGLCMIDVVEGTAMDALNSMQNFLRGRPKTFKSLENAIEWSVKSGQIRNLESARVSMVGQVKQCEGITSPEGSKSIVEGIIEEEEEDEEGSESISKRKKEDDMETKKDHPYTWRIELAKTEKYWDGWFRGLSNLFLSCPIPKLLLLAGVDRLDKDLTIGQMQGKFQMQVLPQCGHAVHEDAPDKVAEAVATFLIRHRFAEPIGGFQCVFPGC
LYPLA1 inh – LYPLA1 inhibitors, primary screen, counter-screen for PME1 inhibitor project, biochemical, fluorescence polarization, FP-Rh probe ABPP | recombinant LYPLA1 | inhibition, % at 5.9 µM | 320,000 compounds, 0.16% hits | AID 2174, 2009;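 active = inhibition above the mean of all tested compounds plus 3 SD, set per campaign, cut at about 14% in these data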;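 also: inhibitors block serine hydrolase probe labeling of LYPLA1 so polarization falls; 0% = enzyme with DMSO and 100% = wells lacking LYPLA1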
PAD4 inh – human PAD4 inhibitors, primary screen, biochemical, fluorescence polarization, 1536-well format. inhibition, % at 6.36 µM. 330,000 compounds, 0.41% hits. recombinant PAD4, RCA probe fluorescence polarization;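 active = percent inhibition above a cutoff equal to the mean of all tested compounds plus 3 SD, cut at about 15% in these data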;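 also: 0% = PAD4 with RCA probe and DMSO and 100% = probe without PAD4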
Target sequence (Q9UM07 whole entry, looked up): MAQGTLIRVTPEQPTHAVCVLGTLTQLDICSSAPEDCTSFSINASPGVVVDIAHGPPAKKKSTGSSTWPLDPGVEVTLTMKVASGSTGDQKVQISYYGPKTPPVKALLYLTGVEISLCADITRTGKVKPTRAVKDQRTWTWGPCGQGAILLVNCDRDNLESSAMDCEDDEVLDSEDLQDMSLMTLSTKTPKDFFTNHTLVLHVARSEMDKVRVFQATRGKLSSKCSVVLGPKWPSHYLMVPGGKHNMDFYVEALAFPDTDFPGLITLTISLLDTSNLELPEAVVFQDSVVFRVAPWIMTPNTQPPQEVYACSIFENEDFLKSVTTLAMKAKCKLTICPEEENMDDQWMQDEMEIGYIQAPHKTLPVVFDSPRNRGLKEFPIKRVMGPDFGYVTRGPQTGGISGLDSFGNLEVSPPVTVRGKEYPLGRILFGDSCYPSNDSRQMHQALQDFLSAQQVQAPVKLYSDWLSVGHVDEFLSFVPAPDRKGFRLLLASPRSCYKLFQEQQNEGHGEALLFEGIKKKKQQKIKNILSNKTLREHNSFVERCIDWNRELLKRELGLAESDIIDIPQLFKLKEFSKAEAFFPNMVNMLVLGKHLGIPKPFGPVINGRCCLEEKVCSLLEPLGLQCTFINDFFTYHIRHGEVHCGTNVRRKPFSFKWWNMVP
pPAFAH FP inh – pPAFAH enzyme inhibitors, primary screen, biochemical, fluorescence polarization, human | Platelet-activating factor acetylhydrolase (Homo sapiens), Q13093 | recombinant pPAFAH, FP-rhodamine probe fluorescence polarization | inhibition, % at 3.39 µM | 330,000 compounds, 1.5% hits | AID 463082, 2010;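 active = inhibition above the mean inhibition across the screen plus 3 SD, cut at about 25% in these data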;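 also: inhibitors block binding of the rhodamine activity-based probe so polarization drops; 0% = enzyme with DMSO and 100% = wells lacking pPAFAH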
PAFAH1B2 FP inh – PAFAH1B2 enzyme inhibitors, primary screen, biochemical, fluorescence polarization, human | Platelet-activating factor acetylhydrolase IB subunit alpha2 (Homo sapiens), P68402 | recombinant PAFAH1B2, FP-rhodamine activity probe | inhibition, % at 3.39 µM | 340,000 compounds, 1.2% hits;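 active = inhibition above the mean of all tested compounds plus 3 SD, cut at about 24% in these data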;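 also: 0% = enzyme with DMSO and 100% = wells lacking PAFAH1B2; many of its hits are not listed in these tables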
Starred values were filed as active, the others as inactive; . = no result given. The list is partial, so the mix of outcomes need not match the whole.

SMILES	PAFAH1B3 inh	PREPL inh	GSTO1 counter	LYPLA2 counter	PME-1 primary	LYPLA1 inh	PAD4 inh	pPAFAH FP inh	PAFAH1B2 FP inh
O=C(c1ccc(OC2CCN(Cc3ccccn3)CC2)cc1)N1CCCCO1	5	16	3	-3	1	1	-1	0	-2
O=C(Nc1ccon1)c1cccc(S(=O)(=O)N2CCCCCC2)c1	2	18	12	-5	3	-5	-2	0	8
Nc1nc(NS(=O)(=O)c2ccc(Cl)cc2)nn1-c1ccccc1	-1	4	-8	-3	-5	1	-4	4	-2
CCN1CCCC1Cn1cnc2c([nH]c3ccc(OC)cc32)c1=O (configuration not stated)	2	1	6	3	-3	0	-4	1	0
Cc1ccc(S(=O)(=O)N2[C@@H](c3ccc(Cl)c(Cl)c3)C(C(=O)O)=C[C@H]2CC2CCCC2)cc1	-5	5	.	.	.	.	-10	11	23
CN1CCN(S(=O)(=O)c2ccc(SCCOc3ccc(Cl)cc3)nc2)CC1	7	40	.	3	-1	-3	-2	-5	16
CN(CCC#N)C(=O)c1cc2c(Cl)nc3ccccc3c2s1	-2	-1	-6	1	1	1	1	5	-2
Cc1cccc(C(=O)N2CCN(S(=O)(=O)N3CCCCCC3)CC2)c1	1	3	0	0	-3	-5	0	2	1
Cc1cccc(-n2ccnc2CN2CCN(C(C)C)C(CCO)C2)c1 (configuration not stated)	2	3	3	1	1	4	1	4	5
COCCNc1ccc(-c2nn(C)c(=O)c3ccccc23)cc1[N+](=O)[O-]	2	6	9	8	2	0	2	-3	0
COc1cc(C(=O)OCC(=O)NCc2ccc(F)cc2)ccc1OCC(C)C	-2	12	4	1	3	-1	-1	5	-4
O=C(C1=C(O)C(=O)N(c2ncccn2)C1c1cccc(Cl)c1)c1ccco1 (configuration not stated)	3	2	-13	2	-4	2	-7	2	-1
Cc1cc(-c2ccccc2)cc(-c2ccccc2)[n+]1C	-1	5	-2	1	-1	-2	-2	0	2
COc1ccc(C(=O)COC(=O)c2c(-c3ccccc3)noc2C)c(OC)c1	6	-9	-10	-4	-3	-1	-1	-4	-1
CSc1cccc(NC(=O)c2ccc(NC3=NC4CS(=O)(=O)CC4S3)cc2)c1 (configuration not stated)	3	-10	2	0	-1	-2	0	0	2
Cc1cc(=O)[nH]c2cc(O)ccc12	0	10	-7	3	0	0	3	4	-2
O=C(COC(=O)c1ccccc1Br)NCCC1=CCCCC1	2	-17	-1	3	1	-2	-8	4	1
COc1ccc(-c2cc(=O)[nH][nH]2)cc1	1	-8	24	17	6	3	56*	5	6
COc1ccc(NC(=O)N2CCCC2C(=O)NC2CCCC2)cc1 (configuration not stated)	-4	1	-1	-5	-5	1	1	-2	3
CCOC(=O)C1=C(N)OC2=C(C(=O)CCC2)C1c1cccs1 (configuration not stated)	-1	3	-1	2	-1	-2	-7	3	7
NC(=O)c1ccc(-n2nnnc2SCC(=O)c2ccc(O)c(O)c2)cc1	16	41	26	-7	3	-4	-4	37*	5
CCOC(=O)C[C@H]1c2cc(F)ccc2S(=O)(=O)N1C(C)C	0	7	9	-1	3	0	1	4	6
Cc1cccc(C)c1OCc1cc(C(=O)NCC2CC2)no1	0	1	1	6	-2	-2	1	4	0
NS(=O)(=O)c1ccc(CCNC(=S)Nc2ccc(S(N)(=O)=O)cc2)cc1	8	2	2	-4	2	-9	3	0	-5
COc1ccc2c(CC(=O)OCC(=O)c3ccc(F)cc3)coc2c1	1	9	-1	-3	4	0	5	3	1
CCOC(=O)c1ccc(NC(=O)c2cccc3c2C(=O)N(CC2CCCO2)C3)cc1 (configuration not stated)	5	-11	-4	-12	-106	-15	2	0	2
COc1cccc(C(=O)OCCN(C)C(C)(C)C)c1	.	3	7	-1	-2	-5	-2	0	.
O=C(NCc1ccccn1)c1coc(=O)c(Br)c1	-2	-9	9	-5	-7	-3	3	5	2
COc1ccc(Nc2oc(-c3ccccc3Cl)nc2C#N)cc1	7	18	0	-3	-3	-2	-5	3	4
Cc1cccc(N2CC(C(=O)Nc3ccc4c(c3)OCO4)CC2=O)c1C (configuration not stated)	2	5	-2	2	-7	-1	0	3	3
O=C(COC(=O)COc1ccc(Br)cc1)Nc1cccnc1Cl	6	-8	-2	0	2	2	-1	12	4
N/C(=N\OC(=O)CCCOc1ccccc1)c1ccccn1	1	2	7	4	-4	-1	0	1	3
CCCCCCCCc1nnc(N)s1	.	4	6	1	8	0	-3	5	.
COc1cc(C(=O)NC2CCCCCCC2)cc(OC)c1OC	-1	-5	-6	1	0	1	8	1	3
COc1cccc(C(=O)NCCS(=O)(=O)N(C)Cc2ccccc2)c1	13	8	-2	9	-2	0	-4	6	7
Cn1ncc(C#N)c1NC(=O)C1CC(c2ccc(Cl)c(Cl)c2)=NO1 (configuration not stated)	3	15	-2	9	5	-1	-5	1	10
CC(C)n1cc(C(N)=S)c(=O)n(Cc2ccccc2)c1=O	2	27	-7	-2	0	-2	-1	2	5
O=C(CNc1ccc(F)cc1)N/N=C/c1c(O)ccc2ccccc12	15	37	12	-2	37*	-9	0	11	12
CCOc1ccc(Br)cc1S(=O)(=O)N1CCCN(C)CC1	-4	25	8	1	-2	-2	-4	3	6
O=S(=O)(c1ccc(F)cc1)N1CCN(CCc2ccccc2)CC1	-1	-13	-2	3	0	0	-4	-7	5
CCNCCNc1ccc(Cl)cc1[N+](=O)[O-]	14	-12	-1	4	-1	2	0	0	5
Cc1cc(=O)oc2c3c(cc(OCC(=O)NCc4ccncc4)c12)OC(C)(C)CC3	6	4	9	-1	-5	-3	-3	10	7
CCCCc1ccc(NC(=O)OC)cc1	7	-9	1	-1	-4	-3	-1	2	10
CCc1nnc(N2C(=O)c3ccccc3C2(O)c2ccccc2)s1 (configuration not stated)	7	-12	4	3	1	3	-1	-2	9
Cc1ccc(-c2nc3ncccc3o2)cc1NC(=O)c1sc2ccccc2c1Cl	2	2	0	0	-3	-3	3	0	-1
Cc1cccc(OCCn2c(=O)n(C)c3ccccc32)c1	-2	3	7	2	3	0	-5	1	6
CCN(CC)CCOC(=O)C12CC3CC(CC(C3)C1)C2	7	0	4	9	-3	-3	-1	3	2
O=C(Nc1ccc(C(=O)O)cc1)/C(=C\c1ccc(F)cc1)NC(=O)c1ccco1	15	3	-4	-1	3	-2	-2	-1	4
CS(=O)(=O)N(CC(=O)NCc1ccc2c(c1)OCO2)c1ccccc1	-1	0	2	-4	2	-5	4	-10	6
CCc1cc(C(=O)N2CCCC(N3CCN(c4cccc(C(F)(F)F)c4)CC3)C2)n(C)n1 (configuration not stated)	16	18	4	81*	-3	11	1	4	-2

(further entries)
SMILES	PAFAH1B3 inh	PREPL inh	GSTO1 counter	LYPLA2 counter	PME-1 primary	LYPLA1 inh	PAD4 inh	pPAFAH FP inh	PAFAH1B2 FP inh
COC(=O)c1ccccc1NC(=O)CSc1nnc(-c2ccoc2C)n1C	7	-14	8	-3	0	-2	4	-1	-1
Cc1ccc(S(=O)(=O)n2nc(OC(=O)c3c(-c4ccccc4Cl)noc3C)cc2N)cc1	11	26	6	-4	4	-5	2	-6	11
O=C(Cn1cc(C(F)(F)F)ccc1=O)OCC(=O)c1ccc[nH]1	4	0	.	.	.	.	-1	5	-1
CCN(C(=O)COC(=O)/C=C/c1ccc(O)c(OC)c1)C1CCS(=O)(=O)C1 (configuration not stated)	3	5	8	4	1	0	-1	0	4
CCN(C(=O)c1cccc(Br)c1)C1CCS(=O)(=O)C1 (configuration not stated)	12	8	-1	3	0	1	-7	-3	0
O=C(CSc1nnnn1-c1ccccc1)NC(=O)Nc1ccc2c(c1)OCCO2	1	11	8	1	-1	-5	2	1	-1
COC(=O)CCc1sc(NC2CCCCC2)nc1-c1ccc(OC)cc1	5	0	-3	4	-1	-1	0	10	6
c1ccc(N2CCN(c3nc4ccccc4n4nnnc34)CC2)cc1	-2	27	6	4	0	0	-1	10	0
CSc1ccccc1OCc1cc(C(=O)N2CCNC(=O)C2)no1	0	0	2	10	4	2	0	-4	-3
O=C(CCS(=O)(=O)c1ccc(F)cc1)N1CCOCC1	3	-3	3	1	-4	0	3	0	4
CCc1[nH]nc(C(=O)NC2CCCc3c2cnn3-c2cc(C)cc(C)c2)c1C (configuration not stated)	-1	2	-1	4	3	0	-5	8	5
NC(=O)C1CCN(CC(=O)Nc2nc(-c3ccccc3)cs2)CC1	5	-5	-4	-2	4	-1	-7	3	1

Sorted by length of the SMILES (falling): part of the list above.
SMILES	PAFAH1B3 inh	PREPL inh	GSTO1 counter	LYPLA2 counter	PME-1 primary	LYPLA1 inh	PAD4 inh	pPAFAH FP inh	PAFAH1B2 FP inh
Cc1ccc(S(=O)(=O)n2nc(OC(=O)c3c(-c4ccccc4Cl)noc3C)cc2N)cc1	11	26	6	-4	4	-5	2	-6	11
CCN(C(=O)COC(=O)/C=C/c1ccc(O)c(OC)c1)C1CCS(=O)(=O)C1 (configuration not stated)	3	5	8	4	1	0	-1	0	4
CCc1[nH]nc(C(=O)NC2CCCc3c2cnn3-c2cc(C)cc(C)c2)c1C (configuration not stated)	-1	2	-1	4	3	0	-5	8	5
O=C(CSc1nnnn1-c1ccccc1)NC(=O)Nc1ccc2c(c1)OCCO2	1	11	8	1	-1	-5	2	1	-1
CS(=O)(=O)N(CC(=O)NCc1ccc2c(c1)OCO2)c1ccccc1	-1	0	2	-4	2	-5	4	-10	6
O=C(Cn1cc(C(F)(F)F)ccc1=O)OCC(=O)c1ccc[nH]1	4	0	.	.	.	.	-1	5	-1
COC(=O)c1ccccc1NC(=O)CSc1nnc(-c2ccoc2C)n1C	7	-14	8	-3	0	-2	4	-1	-1
NC(=O)C1CCN(CC(=O)Nc2nc(-c3ccccc3)cs2)CC1	5	-5	-4	-2	4	-1	-7	3	1
COC(=O)CCc1sc(NC2CCCCC2)nc1-c1ccc(OC)cc1	5	0	-3	4	-1	-1	0	10	6
c1ccc(N2CCN(c3nc4ccccc4n4nnnc34)CC2)cc1	-2	27	6	4	0	0	-1	10	0
CSc1ccccc1OCc1cc(C(=O)N2CCNC(=O)C2)no1	0	0	2	10	4	2	0	-4	-3
CCN(C(=O)c1cccc(Br)c1)C1CCS(=O)(=O)C1 (configuration not stated)	12	8	-1	3	0	1	-7	-3	0
CCN(CC)CCOC(=O)C12CC3CC(CC(C3)C1)C2	7	0	4	9	-3	-3	-1	3	2

Assay outcomes deposited in PubChem by The Scripps Research Institute Molecular Screening Center.
